Compound activity (PubChem BioAssay)
HDAC3 inh – HDAC3 deacetylase inhibitors, primary screen, biochemical, fluorescence, cell-free homogeneous; AID 2718, 2010; inhibition, % at 8.3 µM; 0.15% of 320,000 active; recombinant HDAC3, fluorogenic peptide/trypsin coupled; in the data active = inhibition above about 26%, passing the limit was not always enough
hERG rescue – hERG rescue from dofetilide block, primary screen, cell-based, CHO-hERG, FluxOR thallium flux, dofetilide IC70; Voltage-gated inwardly rectifying potassium channel KCNH2 (Homo sapiens), Q12809; dofetilide IC70 present; activation (rescue from dofetilide block), less the hit threshold, % at 10 µM; 0.51% of 310,000 active; AID 1511, 2009;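 active = activation above the mean of controls blocked by dofetilide plus 5 SD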;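 note: thallium influx through hERG after potassium depolarization seen as dye fluorescence rise; in these data hits start at about 4.7%; inactives centre near -7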
KCNK9 block – KCNK9 potassium channel inhibitors, primary screen, HEK293 cells, thallium flux. FluxOR thallium flux fluorescence; active compounds read low. 1.2% of 310,000 active. Potassium channel subfamily K member 9 (Homo sapiens), Q9NPC2. B-score at 10 µM. AID 488922, 2010;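 active = ratio B-score over 3 SD below the library mean, with starting fluorescence within 5 SD of its mean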;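 note: negative B-score means less thallium flux so channel inhibition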
Target sequence (Q9NPC2 whole entry, looked up): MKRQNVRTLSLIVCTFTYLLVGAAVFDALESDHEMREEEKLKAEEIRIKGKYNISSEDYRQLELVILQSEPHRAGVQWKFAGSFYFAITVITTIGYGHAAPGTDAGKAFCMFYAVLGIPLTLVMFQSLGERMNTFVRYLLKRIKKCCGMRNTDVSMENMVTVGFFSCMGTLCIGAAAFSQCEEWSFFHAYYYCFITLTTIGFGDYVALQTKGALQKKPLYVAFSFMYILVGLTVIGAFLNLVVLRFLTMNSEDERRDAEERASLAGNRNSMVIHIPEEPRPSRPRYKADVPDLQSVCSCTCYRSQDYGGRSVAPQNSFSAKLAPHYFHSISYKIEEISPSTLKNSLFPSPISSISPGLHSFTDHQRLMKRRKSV
RGS4 act – RGS4 potentiators or activators, primary screen, cell-based, HEK293 M3R inducible RGS4, calcium flux; carbachol calcium flux Fluo4; active compounds read low; B-score at 10 µM; 0.92% of 310,000 active;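 active = B-score of the integrated calcium signal more than 4 SD below the library mean, with starting fluorescence not abnormally high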;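 note: negative B-score means reduced calcium response which marks RGS4 activation or potentiation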
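Assay system: HEK293 FlpIn-TREx cells, stable M3R, doxycycline-inducible RGS4 / Probe or stimulus: carbachol, ECmax concentration / Times: overnight RGS4 induction, 30 min dye load 37 °C, 20 min compound RT / Signal: kinetic calcium fluorescence imaging with Fluo4-AM dye, 2 µM / Measure: Agonist-evoked peak-minus-minimum fluorescence over baseline, integrated ratio, B score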
GSK3A inh – blockers of GSK3A enzyme activity – biochemical, luminescence, cell-free homogeneous, HTS, primary screen. Glycogen synthase kinase-3 alpha (Homo sapiens), P49840. GSK-3 alpha kinase, ADP-Glo luminescence, 60 min. inhibition, % at 10 µM. 0.1% of 320,000 active. AID 2650, 2010;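 in the data active = inhibition above about 50%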;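 note: GST-tagged GSK-3 alpha with peptide substrate and 25 µM ATP; 0% = DMSO neutral wells and 100% = GW8510 positive control wells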
KCNQ1 pot – potentiators or activators of KCNQ1 channel, primary screen, cell-based, thallium flux, high-throughput; Potassium voltage-gated channel subfamily KQT member 1 (Homo sapiens), P51787; CHO-K1 KCNQ1, thallium flux FluxOR fluorescence; active compounds read high; B-score at 10 µM; AID 2648, 2010; 0.35% of 310,000 active;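 active = fluorescence ratio B-score, a plate-corrected score, at least three library SD, with initial intensity B-score within 5 SD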
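System: CHO-K1 cells stably expressing KCNQ1 / Medium: assay buffer for compound exposure, DMSO matched across wells / Reagent: thallium- and potassium-containing depolarizing buffer / Compound: one concentration, matched DMSO / Incubation: 20 min compound pretreatment at room temperature / Measured by: kinetic FluxOR fluorescence, 10 s baseline plus 110 s post-stimulus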
GSK3B inh – human GSK3beta kinase inhibitors, primary screen, biochemical, cell-free homogeneous, HTS. GST-GSK3beta kinase, ADP-Glo luminescence, 60 min; active compounds read low. Glycogen synthase kinase-3 beta (Homo sapiens), P49841. 0.038% of 300,000 active. AID 2097, 2009. activity score (negative = inhibition), % at 10 µM;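 active = more than half of replicate wells score below -50%, meaning over 50% inhibition versus plate controls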;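 note: 0% = median DMSO wells and -100% = median GW8510 positive control wells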
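Test system: GST-tagged human GSK3beta kinase, cell-free; evaluation: activity score scaled between in-plate DMSO and GW8510 controls; measured by: ADP-Glo luminescence; incubation: 60 min reaction, RT; benchmarks: DMSO and 20 µM GW8510; reagent: peptide substrate plus 25 µM ATP (final); medium: Tris/MgCl2 kinase buffer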
PolyA inhibitor – polyadenylation inhibitors in yeast reporter cells, primary screen, luminescence, S. cerevisiae; S. cerevisiae SKY197-pL101 polyadenylation reporter, beta-gal luminescence; efflux-impaired pdr1/pdr3 knockout yeast; score 100 = 6 SD above DMSO; calls only at 12 µM; 0.02% of 300,000 active; AID 1875, 2009;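 active = lowest replicate activity score at least 50, where 100 means six control SD above control mean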;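 note: yeast exposed to compound for 9 h at 30 °C; higher score means more reporter readthrough which indicates perturbed polyadenylation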
KCNQ1 block – inhibitors of human KCNQ1 channel, primary screen, cell-based, thallium flux, high-throughput; Potassium voltage-gated channel subfamily KQT member 1 (Homo sapiens), P51787; CHO-K1 KCNQ1, FluxOR thallium flux fluorescence; active compounds read high; B-score at 10 µM; 1.3% of 310,000 active;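 active = compounds whose thallium flux B-score, printed positive for inhibition, exceeds three library SD while starting fluorescence stays within three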;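 note: channel opened by potassium depolarization with thallium stimulus after 20 min compound exposure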
DYRK1A inh – rat Dyrk1A kinase inhibitors, primary screen, biochemical, single point, plate reader | Dual specificity tyrosine-phosphorylation-regulated kinase 1A (Rattus norvegicus), Q63470 | ADP-Glo luminescence, NFATc1 peptide | inhibition, % at 12.5 µM | 0.43% of 310,000 active; in the data active = inhibition above about 50%;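 note: plate controls were vehicle with enzyme for no effect and no enzyme for full effect; many of its hits are not listed in these tables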
KCNK3 inh – human KCNK3 channel inhibitors, primary screen, CHO cells, FluxOR thallium flux, B-score; FluxOR fluorescence; active compounds read low; B-score at 10 µM; 0.84% of 340,000 active;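 active = B-score under library mean minus 4 SD, starting fluorescence ratio at most library mean plus 5 SD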;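 note: more negative B-score means stronger inhibition of thallium flux through KCNK3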
Target sequence (O14649 whole entry, looked up): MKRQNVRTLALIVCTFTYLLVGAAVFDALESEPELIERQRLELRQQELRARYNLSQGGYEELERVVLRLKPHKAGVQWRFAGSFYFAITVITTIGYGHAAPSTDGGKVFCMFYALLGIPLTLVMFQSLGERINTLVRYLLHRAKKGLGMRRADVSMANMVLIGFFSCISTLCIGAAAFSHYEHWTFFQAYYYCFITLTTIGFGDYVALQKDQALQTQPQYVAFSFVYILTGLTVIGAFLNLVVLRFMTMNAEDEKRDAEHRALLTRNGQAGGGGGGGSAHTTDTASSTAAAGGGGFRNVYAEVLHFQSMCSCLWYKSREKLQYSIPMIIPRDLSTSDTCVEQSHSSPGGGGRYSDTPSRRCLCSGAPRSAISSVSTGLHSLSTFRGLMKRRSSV
Active calls of the source: *; i = inactive; / = no result given. Not all compounds are listed; rates above refer to the full screens.

A first look, three compounds:
SMILES	HDAC3 inh	hERG rescue	KCNK9 block	RGS4 act	GSK3A inh	KCNQ1 pot	GSK3B inh	PolyA inhibitor	KCNQ1 block	DYRK1A inh	KCNK3 inh
CCC1(C)CC(C(N)=S)CCO1 (stereo unspecified)	2	-12	i	i	0	i	0	i	i	/	i
COc1ccc(-c2ccccc2NC(=O)C2CCCN(Cc3ccc(C)o3)C2)cc1 (stereo unspecified)	/	-6	i	i	-3	i	-3	i	i	-7	i
COCC1COS(=O)(=O)NC1(C)C (stereo unspecified)	-8	-7	i	i	1	i	2	i	i	11	i

Results, previewed entries included:
SMILES	HDAC3 inh	hERG rescue	KCNK9 block	RGS4 act	GSK3A inh	KCNQ1 pot	GSK3B inh	PolyA inhibitor	KCNQ1 block	DYRK1A inh	KCNK3 inh
CCC1(C)CC(C(N)=S)CCO1 (stereo unspecified)	2	-12	i	i	0	i	0	i	i	/	i
COc1ccc(-c2ccccc2NC(=O)C2CCCN(Cc3ccc(C)o3)C2)cc1 (stereo unspecified)	/	-6	i	i	-3	i	-3	i	i	-7	i
COCC1COS(=O)(=O)NC1(C)C (stereo unspecified)	-8	-7	i	i	1	i	2	i	i	11	i
CCOC(=O)Cc1csc(NC(=O)CCCCCN2C(=O)c3cccc4cccc(c34)C2=O)n1	-5	-6	i	i	-2	i	2	i	i	1	i
COc1ccc(-c2cc(-c3ccc(Cl)cc3)n[nH]2)c(O)c1	9	-3	i	i	2	i	2	i	i	-7	i
O=C(Cc1cc(=O)[nH][nH]1)N/N=C/c1ccccc1[N+](=O)[O-]	2	-5	i	i	1	i	1	i	i	0	i
O=C(O)C(F)(F)C(NCc1ccccc1)c1ccccc1 (stereo unspecified)	-5	-13	i	i	-3	i	-2	i	i	10	i
CCc1c(C)nc2cc(-c3cccs3)[nH]n2c1=O	/	-3	i	i	/	i	1	i	i	8	i
COCCN(C(=O)CSc1nc2ccccc2c(=O)n1CCOC)c1c(N)n(Cc2ccccc2)c(=O)[nH]c1=O	6	-5	i	i	-1	i	1	i	i	4	i
CCCCC(=O)Nc1ccc(C2C(=O)c3ccccc3C2=O)cc1	-2	-5	i	i	2	i	2	i	i	/	i
O=C(Cc1c(F)cccc1Cl)Nc1ccc(S(=O)(=O)N2CCCC2)cc1	0	-3	i	i	-2	i	-1	i	i	/	i
COc1cc(NC(=O)c2c(Cl)cnn2C)c(OC)cc1Cl	-2	-8	i	i	3	i	-1	i	i	-2	i
O=C(NC1CCCCC1)C1CCN(S(=O)(=O)c2cccc3nonc23)CC1	0	-2	i	i	-3	i	2	i	i	-4	i
COC(=O)c1ccc(C2N=C(c3cccs3)CC(c3ccccc3O)N2)cc1 (stereo unspecified)	1	-19	i	i	0	i	1	i	7*	/	i
CC1CCN(CC(=O)Nc2ccc(S(=O)(=O)N3C(C)CCCC3C)cc2)CC1 (stereo unspecified)	-4	-6	i	i	0	i	-1	i	i	/	i
O=C(c1ccccc1)c1c(-c2ccccc2)[nH]n(-c2ccccc2)c(=O)c1=O	-2	-6	i	i	-4	i	2	i	i	-7	i
COCCNc1nc(SCC(=O)N2CCN(c3ccccc3OC)CC2)nc2ccccc12	-8	-15	i	i	-2	i	0	i	i	-1	i
Cc1ccc(C2(C(=O)N3CCC(n4nc(-c5ccccc5)oc4=O)CC3)CC2)cc1	3	-10	i	i	-1	i	0	i	i	3	i
O=C(CCS(=O)(=O)c1cccc2nonc12)Nc1cccc2c1CCCC2	-15	-12	i	i	0	i	-2	i	i	4	i
COc1ccccc1C(=O)C1CCCN(C(=O)c2snnc2C)C1 (stereo unspecified)	4	1	i	i	0	i	0	i	i	2	i

An excerpt from above with just hERG rescue and PolyA inhibitor.
compound | hERG rescue | PolyA inhibitor
Cc1ccc(C2(C(=O)N3CCC(n4nc(-c5ccccc5)oc4=O)CC3)CC2)cc1 | -10 | i
COC(=O)c1ccc(C2N=C(c3cccs3)CC(c3ccccc3O)N2)cc1 (stereo unspecified) | -19 | i
COc1cc(NC(=O)c2c(Cl)cnn2C)c(OC)cc1Cl | -8 | i
COCCN(C(=O)CSc1nc2ccccc2c(=O)n1CCOC)c1c(N)n(Cc2ccccc2)c(=O)[nH]c1=O | -5 | i
O=C(c1ccccc1)c1c(-c2ccccc2)[nH]n(-c2ccccc2)c(=O)c1=O | -6 | i
CC1CCN(CC(=O)Nc2ccc(S(=O)(=O)N3C(C)CCCC3C)cc2)CC1 (stereo unspecified) | -6 | i
O=C(NC1CCCCC1)C1CCN(S(=O)(=O)c2cccc3nonc23)CC1 | -2 | i

Next section:
SMILES	HDAC3 inh	hERG rescue	KCNK9 block	RGS4 act	GSK3A inh	KCNQ1 pot	GSK3B inh	PolyA inhibitor	KCNQ1 block	DYRK1A inh	KCNK3 inh
COc1ccc(NC(=O)c2sccc2SCC#N)cc1	0	-8	i	i	-1	i	4	i	i	0	i
CC#CC[N+](C)(C)CCCCCCCC	-1	-3	i	i	-5	i	1	i	i	-5	i
CCN1C(=O)N[C@H](c2ccc(Br)cc2)C(C(C)=O)=C1C	1	-6	i	i	0	i	1	i	i	5	i
CC(=O)NCc1ccc(C(=O)CCl)s1	17	-16	i	i	1	i	-2	i	i	-10	i
COC(=O)c1ccc(/C=C/C(=O)c2ccc(OC)cc2)cc1	9	-10	i	i	-1	i	2	i	i	3	i
CCCCC[C@H]1CN(CCCC)C(=O)[C@@H]1CC(=O)NCc1ccccc1	12	-7	i	i	0	i	-1	i	i	37	i
S=C(NCCCN1CCOCC1)Nc1ccc(N2CCOCC2)cc1	-3	-9	i	i	0	i	1	i	i	-4	i
COCCCNC(=O)CCc1nnc2ccc(N3CCC(C)CC3)nn12	-9	-6	i	i	2	i	2	i	i	3	i
O=C(C1CCN(S(=O)(=O)N2CCOCC2)CC1)N1CCc2ccccc21	0	-6	i	i	-6	i	0	i	i	/	/
CCOC(=O)C1CCN(C(=O)N(CC)CC)CC1	-6	-6	i	i	0	i	5	i	i	2	i
O=C(CSc1ccc(F)cc1)Nc1ccc(N2CCOCC2)cc1	8	-8	i	i	1	i	-25	i	i	0	i
Cc1ccc(-c2noc(CN3CCN(Cc4ccccc4)CC3)n2)cc1	1	-9	i	i	3	i	9	i	i	2	i
COC(=O)C1CC(=O)c2ccsc2C1 (stereo unspecified)	2	-1	i	i	-3	i	-1	i	i	-12	i
COCCNC(=O)CSc1nc2ccccc2c(=O)n1CCCC(=O)NCc1ccccc1	1	-11	i	i	1	i	5	i	i	4	i
CSc1nnc(C2CCCN2)n1C (stereo unspecified)	7	-6	i	i	-2	i	2	i	i	0	i
O=C(N/N=C/c1ccccn1)c1cc(-c2ccc3ccccc3c2)n[nH]1	7	-9	-13*	i	-4	i	2	i	i	-3	i
O=C(CN1C(=O)COc2ccc(S(=O)(=O)N3CCOCC3)cc21)NCc1ccccn1	0	-10	i	i	-1	i	-2	i	i	-2	i
Cc1occc1-c1nnc(SCC(=O)NC(=O)NC(C)C)n1N	1	-4	i	i	/	i	3	i	i	5	i
O=C1C(Cl)=C(NC2CCCCC2)C(=O)N1c1ccc(Cl)cc1	-1	-10	i	i	1	i	1	i	i	-5	i
COc1cc(OC)cc(C(=O)NC2CCSC2=O)c1 (stereo unspecified)	-6	-8	i	i	-3	i	2	i	i	4	i
COc1ccc(NC(=O)CCC(=O)OCc2ccc([N+](=O)[O-])cc2)cc1	-1	-8	i	i	/	i	2	i	i	-3	i
O=C(CC1SC2=NCCN2C1=O)Nc1ccc(Br)cc1 (stereo unspecified)	0	-4	i	i	-1	i	-1	i	i	3	i
CCN1CCN(Cc2nc3c(c(=O)n(C)c(=O)n3C)n2CC(=O)c2ccccc2)CC1	/	-7	i	i	-1	i	-2	i	i	-3	i
NC(=O)C1Cc2ccccc2CN1C(=O)c1cccc(Oc2ccccc2)c1 (stereo unspecified)	2	-12	i	i	-3	i	2	i	i	5	i
CC(C)(O[C@@H]1O[C@H](CO)[C@@H](O)[C@H](O)[C@H]1O)[C@H]1Cc2cc3ccc(=O)oc3cc2O1	-141	-8	i	i	1	i	-1	i	i	-6	i
COc1cc(S(=O)(=O)N(Cc2ccccc2)Cc2ccccn2)ccc1-n1cnnn1	0	-1	i	i	0	i	1	i	i	1	i
Cc1ccc(S(=O)(=O)n2cnc3cc([N+](=O)[O-])ccc32)c(C)c1C	11	-9	i	i	0	i	2	i	i	41	i
COc1ccc(NC(=O)CSc2nc(=O)n(CCN(C)C)c3c2CCCC3)cc1OC	4	-14	i	i	-1	i	4	i	i	-3	i
CC1C(=O)C(C)C(c2ccco2)NC1c1ccco1 (stereo unspecified)	3	-5	i	i	-1	i	-3	i	i	-1	i
O=C(Nc1c(Cl)ccc2nsnc12)c1ccc([N+](=O)[O-])o1	6	-10	i	i	1	i	2	i	i	0	i
CC(/C=N/n1c(-c2ccco2)n[nH]c1=S)=C\c1ccccc1	10	-3	i	i	1	i	4	i	i	-2	i
Oc1ccc(-c2csc(-c3cccnc3)n2)cc1O	4	-5	i	i	7	i	-3	i	i	51*	i
